HIV peptide binding = inhibitors of HIV fusion peptide binding, primary screen, biochemical, uHTS, fluorescence dequenching (AID 1986); cell-free peptide binding, fluorescence dequenching, 30 min; higher % means a stronger effect; inhibition, % at 20 µM; hits with a dose series show IC50 in µM; 290,000 tested, 0.3% active; in the data active = inhibition mostly above about 52%, no sharp cut-off; inactive = mostly below about 76%; also: some results filed as inactive read as strong as hits
Rac1 GTP hydrolysis = MgcRacGAP GTPase-activating activity inhibitors, confirmation, biochemical, ADP Hunter fluorescence. MgcRacGAP-stimulated Rac1 GTP hydrolysis, ADP Hunter fluorescence; higher % means a stronger effect; GST-tagged Rac1 F28L mutant substrate. one-dose inhibition, % at 30 µM; IC50 in µM for titrated hits. 340,000 tested, 0.6% active. AID 624330;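 active = first-screen hits whose inhibition reached a set limit at any dose in the follow-up dose series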;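 also: fluorescence reports GDP produced by GAP-driven GTP hydrolysis; strong numbers were not always called active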
Large T inhibition = TAg ATPase/helicase activity blockers – biochemical (AID 1903). 310,000 tested, 0.39% active. SV40 large T antigen ATPase/helicase inhibition assay; higher % means a stronger effect. one-dose inhibition, % at 20 µM; IC50 in µM for titrated hits; in the data active = a potency from the dose series; also: strong numbers were not always called active
GPR55 LPI antagonism = inhibition of LPI-stimulated GPR55 beta-arrestin translocation – imaging, U2OS, beta-arrestin-GFP, LPI agonist, primary screen (AID 2013); U2OS GPR55 beta-arrestin-GFP translocation imaging, LPI antagonism; higher % means a stronger effect; one-dose inhibition, % at 10 µM; IC50 in µM for titrated hits; 290,000 tested, 0.13% active;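 active = spots per cell inhibited over 60%, with over 100 cells counted and total cytoplasm intensity under 500,000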;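 also: U2OS cells stably carrying GPR55 and arrestin-GFP stimulated by 5 µM LPI near EC80; imaged beta-arrestin-GFP aggregate spots per cell after agonist stimulation; plate controls were LPI-stimulated DMSO wells for no effect and DMSO wells without LPI for full effect; some results filed as inactive read as strong as hits; confirmed hits need IC50 under 10 µM and bright autofluorescent wells are also inconclusive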
GPR35 arrestin U2OS = GPR35 antagonists blocking zaprinast-driven arrestin recruitment, primary screen, imaging, U2OS, beta-arrestin-GFP, zaprinast agonist (AID 2058); inhibition, % at 10 µM, or IC50 in µM where a hit was titrated; 290,000 tested, 0.052% active; U2OS GPR35 beta-arrestin-GFP translocation imaging, zaprinast antagonism; higher % means a stronger effect;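 active = inhibition of at least 50% with at least 30 cells and total cytoplasm GFP at most 10,000,000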
Dengue-2 NS5 capping = Dengue-2 NS5 methyltransferase inhibitors, primary screen, biochemical, confirmation dose response (AID 588689); 340,000 tested, 0.3% active; inhibition, % at 25 µM; hits with a dose series show IC50 in µM; Dengue-2 NS5 methyltransferase capping enzyme assay, biochemical; higher % means a stronger effect; in the data active = a potency from the dose series
Salmonella PhoP GFP = PhoP-dependent GFP reporter repression – Salmonella Typhimurium, primary screen (AID 1863); S. Typhimurium PhoP-regulated promoter GFP reporter, 4 h; higher % means a stronger effect; 300,000 tested, 0.16% active; inhibition, % at 50 µM; hits with a dose series show IC50 in µM;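 active = inhibition over 29.93%, a cutoff 3 SD above the screen mean, later confirmed by dose response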;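 also: 0% = low Mg2+ inducing control and 100% = high Mg2+ repressing control; strong numbers were not always called active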
K1F lysis inhibition = inhibition of K1F phage lysis, E. coli UTI89, bacterial capsule biogenesis inhibitors, alamar blue (AID 488966). E. coli UTI89 K1F phage lysis, alamar blue, 2 h; higher % means a stronger effect. inhibition, % at 100 µM, or IC50 in µM where a hit was titrated. 340,000 tested, 0.02% active;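 active = phage lysis inhibition, versus mean bacterial control, above a set limit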;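 also: capsule biogenesis inhibitors block K1F phage lysis so surviving cells raise fluorescence; higher fluorescence means more inhibition of phage lysis; actives were called in the ten point dose series up to 300 µM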
RSV antiviral HEp-2 = RSV antiviral activity via CPE protection, HEp-2 cells, primary 10 µM value included (AID 2391) | HEp-2 cells, RSV-induced CPE inhibition; higher % means a stronger effect | CPE inhibition, % at 10 µM, or IC50 in µM where a hit was titrated | 310,000 tested, 0.13% active; in the data active = a potency from the dose series; also: strong numbers were not always called active
Dengue-2 NS5 capping pilot replicate = also measured in Dengue-2 NS5 capping; calls as there; inhibition, %; measured here: pilot screen replicate inhibition
* marks the source's active call; other numbers are inactive results; . = no result given; [ ] = another dose, or the depositor's remark. Compounds were not picked by outcome; about 1.5% have a hit in one of these screens.

SMILES | HIV peptide binding | Rac1 GTP hydrolysis | Large T inhibition | GPR55 LPI antagonism | GPR35 arrestin U2OS | Dengue-2 NS5 capping | Salmonella PhoP GFP | K1F lysis inhibition | RSV antiviral HEp-2 | others
CCOC(=O)C(O)(C1C(=O)CC(C)(C)CC1=O)C(F)(F)F (centres undefined) | -1.3% | 2% | 4% | 7% | 4% | -14% | 4% | 0.2% | 0.4%
COc1ccccc1N1CCNC(C)C1=O (centres undefined) | 1.3% | 6% | 9% | 6% | 7% | 0% | -5% | -0.5% | 0.6%
CCOC(=O)N1CCN(c2ncnc3c2[nH]c2ccc(OC)cc23)CC1 | -1.1% | 16% | 9% | -2% | 0% | -2% | -7% | -0.5% | 6.3%
COc1ccc(N2C(=O)C(CC(=O)Nc3ccc(Cl)cc3)N(NC(=O)c3cccc(F)c3)C2=S)cc1 (centres undefined) | -0.1% | 1% | 10% | 2% | -1% | -16% | -1% | 0.2% | 1.6%
Oc1ccc(N=Nc2n[nH]c(-c3ccc(Br)cc3)n2)cc1 | -5.7% | 7% | 19% | 14% | 5% | -7% | -15% | 1.2%[50 µM] | 3.0%
Cc1ccc(-n2ncc3c2CC(C)(C)CC3NC(=O)CCN2CCCO2)cc1 (centres undefined) | 1.0% | -26% | 5% | 16% | -1% | -16% | -4% | 0.1% | -0.1%
O=C(O)/C=C\C(=O)Nc1cc(O)ccc1[N+](=O)[O-] | 0.9% | 23% | . | 12% | 8% | 3% | -7% | 0.1% | 1.4%
O=C(N/N=C/c1c[nH]c2ccc(Br)cc12)c1ccn(Cc2ccc(Cl)cc2Cl)n1 | 2.0% | 4% | 1% | 12% | -6% | -8% | -7% | -0.1%[50 µM] | 17%
CCOc1ccc(NC(=O)CCNS(=O)(=O)c2ccc3c(c2)c(=O)n(C)c(=O)n3C)cc1 | -1.9% | -4% | -2% | 3% | 8% | -5% | -2% | 7.5% | 1.6%
Cc1cccc(N2CCN(C(=O)c3ccccn3)CC2C)c1 (centres undefined) | -0.9% | 4% | 19% | -2% | 0% | -6% | -4% | 0.0% | 3.8%

A draw from above in order of count of non-hydrogen atoms, ascending:
SMILES | HIV peptide binding | Rac1 GTP hydrolysis | Large T inhibition | GPR55 LPI antagonism | GPR35 arrestin U2OS | Dengue-2 NS5 capping | Salmonella PhoP GFP | K1F lysis inhibition | RSV antiviral HEp-2 | others
COc1ccccc1N1CCNC(C)C1=O (centres undefined) | 1.3% | 6% | 9% | 6% | 7% | 0% | -5% | -0.5% | 0.6%
O=C(O)/C=C\C(=O)Nc1cc(O)ccc1[N+](=O)[O-] | 0.9% | 23% | . | 12% | 8% | 3% | -7% | 0.1% | 1.4%
Oc1ccc(N=Nc2n[nH]c(-c3ccc(Br)cc3)n2)cc1 | -5.7% | 7% | 19% | 14% | 5% | -7% | -15% | 1.2%[50 µM] | 3.0%
Cc1cccc(N2CCN(C(=O)c3ccccn3)CC2C)c1 (centres undefined) | -0.9% | 4% | 19% | -2% | 0% | -6% | -4% | 0.0% | 3.8%
CCOC(=O)N1CCN(c2ncnc3c2[nH]c2ccc(OC)cc23)CC1 | -1.1% | 16% | 9% | -2% | 0% | -2% | -7% | -0.5% | 6.3%
Cc1ccc(-n2ncc3c2CC(C)(C)CC3NC(=O)CCN2CCCO2)cc1 (centres undefined) | 1.0% | -26% | 5% | 16% | -1% | -16% | -4% | 0.1% | -0.1%
O=C(N/N=C/c1c[nH]c2ccc(Br)cc12)c1ccn(Cc2ccc(Cl)cc2Cl)n1 | 2.0% | 4% | 1% | 12% | -6% | -8% | -7% | -0.1%[50 µM] | 17%
CCOc1ccc(NC(=O)CCNS(=O)(=O)c2ccc3c(c2)c(=O)n(C)c(=O)n3C)cc1 | -1.9% | -4% | -2% | 3% | 8% | -5% | -2% | 7.5% | 1.6%
COc1ccc(N2C(=O)C(CC(=O)Nc3ccc(Cl)cc3)N(NC(=O)c3cccc(F)c3)C2=S)cc1 (centres undefined) | -0.1% | 1% | 10% | 2% | -1% | -16% | -1% | 0.2% | 1.6%

Other compounds follow:
SMILES | HIV peptide binding | Rac1 GTP hydrolysis | Large T inhibition | GPR55 LPI antagonism | GPR35 arrestin U2OS | Dengue-2 NS5 capping | Salmonella PhoP GFP | K1F lysis inhibition | RSV antiviral HEp-2 | others
OC(CNCCC1C=Nc2ccccc21)Cn1c2ccc(Cl)cc2c2cc(Cl)ccc21 (centres undefined) | -3.4% | 1% | 4% | 35% | 10% | -12% | 7% | -0.4% | -2.3%
CCc1noc(C)c1C(=O)NCCc1ccc(F)cc1 | . | 1% | 8% | . | . | -3% | 0% | 0.6%[50 µM] | 0.4%
O=C(CSc1nnnn1-c1cccnc1)Nc1ccccc1F | 1.1% | 8% | 13% | -3% | 4% | -6% | 3% | 3.6%[50 µM] | 2.5%
CCOC(=O)CSc1cc(-c2ccccc2)nc2ncnn12 | -1.4% | 9% | 10% | -6% | 7% | -19% | -6% | -0.6% | 1.4%
O=C(O)C(CC1CCCCC1)N1CCS(=O)(=O)CC1 (centres undefined) | 2.3% | -4% | 0% | 1% | 7% | 1% | 16% | -1.7% | 4.3%
CCCNS(=O)(=O)c1cc(Cl)ccc1OC | -0.3% | 2% | 1% | 0% | -3% | -4% | 4% | -1.3% | 0.1%
COc1ccc(S(=O)(=O)N(C)CC(=O)N2CCOCC2)cc1 | -0.2% | 3% | 12% | -3% | 3% | -3% | 19% | -0.7% | -1.2%
Cc1c(C(=O)NNS(=O)(=O)c2ccccc2)sc(=S)n1C | 0.4% | 1% | -8% | -3% | -11% | 1% | 2% | 0.5% | 0.5%
CCC(Sc1nc2cc(OC)c(OC)cc2c(=O)n1Cc1ccc(OC)cc1)C(=O)NCCOC (centres undefined) | -1.1% | 3% | 7% | 3% | -6% | -4% | -3% | -0.1% | 0.6%
O=C(O)c1ccc(CN2C(=O)c3ccc(C(=O)O)cc3C2=O)cc1 | -0.7% | 5% | 14% | 8% | -4% | -1% | 2% | 1.6% | 2.1%
CCOC(=O)CSc1nc(N)c(C#N)cc1C#N | 0.9% | 2% | -12% | 7% | 7% | -9% | 27% | 0.3% | -0.4%
Cc1nc2cc(Cl)ccc2n1-c1ccccc1 | 1.3% | 8% | 11% | -3% | 6% | -2% | 17% | 0.2% | 5.2%
CC(C)[C@H](NC(=O)N1CC(=O)Nc2ccccc21)C(=O)N[C@@H](Cc1ccccc1)C(=O)O | 1.3% | 1% | 6% | -6% | -1% | 1% | 14% | 5.5% | 0.6%
CN1CCN(C(=O)NC2CCCCC2)CC1 | 3.4% | 13% | -20% | 4% | -5% | -9% | 7% | -0.3% | 0.7%
CCCC(C)C(=O)Nc1cc([N+](=O)[O-])ccc1Cl (centres undefined) | -2.2% | 6% | 4% | -1% | 28% | 1% | 5% | 0.1% | 0.9%
O=C(CN1CCCC1)NCC(=O)Nc1ccc(F)cc1 | 0.9% | 0% | 9% | 2% | -4% | -1% | 0% | 0.1% | -0.9%
C/C(=N\NC(=O)c1cc(-c2ccncc2)nc2ccccc12)c1ccc(N2CCOCC2)cc1 | -1.9% | 10% | 6% | 3% | 12% | -5% | -1% | 0.3% | 3.4%
COc1ccc(/C=C/C(=O)Nc2ccccc2C(F)(F)F)cc1OC | 0.7% | -16% | 11% | 12% | 17% | 0% | -8% | 0.1%[50 µM] | 3.4%
Cc1ccc(OCC(=O)N2CCCCCCC2)cc1C | -0.5% | -3% | 7% | 8% | 12% | -7% | 7% | 0.1% | 3.1% | Dengue-2 NS5 capping pilot replicate=-3.4
CC(C)Oc1cccc(C(=O)NC(=S)Nc2ccccc2)c1 | -1.8% | 7% | 7% | -12% | 6% | -4% | 32% | 3.0% | 9.7%
CCN(CCC(=O)O)c1ccccc1 | 1.2% | 12% | 14% | -2% | -4% | -1% | -9% | 0.9% | 1.4%
CCC(c1nnnn1Cc1ccc2c(c1)OCO2)N1CCN(c2ccc(F)cc2)CC1 (centres undefined) | 3.6% | 6% | 0% | 11% | 14% | -5% | 12% | 0.9% | 2.0%
COc1ccc(C(=O)NC(C)c2ccc(-n3ccnc3)cc2)c(OC)c1OC (centres undefined) | -0.5% | 5% | 7% | -12% | 4% | -2% | -3% | 0.9%[50 µM] | 1.8%
Cc1ccc(C(=O)CCCn2nnc(-c3cccnc3)n2)cc1C | 0.7% | 5% | 10% | 13% | -5% | -6% | -5% | 0.9% | 1.2%
CCNC(=S)NNC(=O)c1csc(C(C)C)c1 | -1.0% | 2% | 8% | -14% | -13% | -2% | -4% | -0.3% | -3.0%
CC1CC2OC(=O)C3(C)CCCC(C)(C23)C1(O)CCc1ccoc1 (centres undefined) | 0.0% | 8% | 9% | 4% | -7% | 2% | -7% | 1.6%[50 µM] | 1.2%
O=c1sc2ccccc2c(N2CCCCC2)c1[N+](=O)[O-] | 2.3% | 6% | 8% | -6% | 0% | -5% | -1% | 0.1% | 0.6%
CC/C(=N\Nc1nncc2ccccc12)c1ccc(F)cc1 | -1.4% | -1% | 0% | 12% | 9% | -6% | 5% | -0.2% | 5.5%
CC1CCCC(NC(=O)COC(=O)c2cc(S(=O)(=O)N3CCOCC3)ccc2F)C1C (centres undefined) | . | -4% | . | . | . | 0% | . | -0.3%[50 µM] | -0.2%
O=C(CN1C(=O)NC2(CCc3ccccc32)C1=O)Nc1ccccc1C(F)(F)F (centres undefined) | . | 3% | . | . | . | -2% | . | 0.8%[50 µM] | 0.3%
Cc1ccnc(SCC(=O)c2cccs2)n1 | -0.4% | -2% | 15% | -1% | -2% | -1% | -6% | -0.3% | 2.8%
Cc1ccc(S(=O)(=O)Nc2ccc3c(c2)n(C)c(=O)n3C)c(C)c1 | 0.9% | 11% | 6% | 5% | 12% | 2% | -6% | -0.7% | -1.0%
O=C(NCc1ccccc1)N1CCCC1 | -1.8% | 4% | 6% | 11% | 21% | -2% | 1% | 0.2% | 0.2% | Dengue-2 NS5 capping pilot replicate=0.9
CC(C)c1cc(NCC2CCCO2)n2c(nc3ccccc32)c1C#N (centres undefined) | 0.2% | 8% | -6% | -12% | -12% | -5% | 11% | 0.0% | 2.1%
O=C(/C=C/c1ccccc1)c1ccc2c3c(cccc13)CC2 | -1.0% | -1% | -2% | 16% | -5% | -8% | 15% | 0.7%[50 µM] | 3.6%
CCCOC(=O)CC1C(=O)NCCN1Cc1ccc(F)cc1 (centres undefined) | 4.4% | 14% | 3% | 9% | -5% | -3% | -8% | 0.4% | 1.7%
CCC(C)Nc1nc(SC(C(C)=O)C(C)=O)nc(N(C)C)n1 (centres undefined) | 0.4% | -4% | 4% | 8% | 9% | -3% | -1% | -0.3%[50 µM] | 2.9%
COc1ccc(S(=O)(=O)NCC2CCCN(Cc3ccc(OC)cc3F)C2)cc1 (centres undefined) | 0.3% | 7% | 5% | 17% | -2% | 4% | 3% | 0.1% | .
